Apaf1 inhib: inhibitors of human Apaf-1 apoptosome, primary screen, biochemical, DEVD-Rh110 fluorescence, uHTS; AID 489030, 2010; Apoptotic protease-activating factor 1 (Homo sapiens), O14727; inhibition, % at 20 µM; reconstituted apoptosome caspase-3 activity; 0.71% of 330,000 active; active = inhibition of at least 40% at 20 µM;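 also: plate controls were DMSO wells for no effect and DEVD-CHO caspase inhibitor wells for full effect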
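Material: biochemical Apaf-1 apoptosome reconstitution. Medium: Hepes buffer, pH 7.5. Also added: cytochrome c activation, bis-DEVD rhodamine 110 substrate. Timing: 30 min compound preincubation, 50 min activation, room temperature. Measured by: rhodamine 110 fluorescence at Ex 480/Em 540 nm.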
Jurkat NFkB inh: inhibitors of induced NF-kB luciferase reporter, primary screen, TCR NF-kB activation inhibitor project, cell-based, luminescence, uHTS | 0.53% of 330,000 active | Jurkat, PMA/ionomycin-induced NF-kB luciferase reporter | inhibition, % at 4 µM
SENP8 inh: SENP8 protease inhibitors, primary screen, biochemical, luminescence; inhibition, % at 10 µM; purified SENP8, Z-RLRGG-aminoluciferin cleavage; AID 2540, 2010; 1.2% of 330,000 active
Target sequence (Q96LD8 whole entry, looked up): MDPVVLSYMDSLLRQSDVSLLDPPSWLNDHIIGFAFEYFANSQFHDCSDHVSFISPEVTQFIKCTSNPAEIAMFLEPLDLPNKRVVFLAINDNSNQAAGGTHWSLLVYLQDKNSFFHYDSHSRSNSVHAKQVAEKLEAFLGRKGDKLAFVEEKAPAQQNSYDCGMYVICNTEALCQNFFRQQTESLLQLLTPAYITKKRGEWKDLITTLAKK
UBC13 inh: UBC13 polyubiquitin chain formation inhibitors, primary screen, biochemical, TR-FRET, uHTS; Ubiquitin-conjugating enzyme E2 N (Homo sapiens), P61088; inhibition, % at 20 µM; 0.47% of 330,000 active; AID 485273, 2010; in the data active = inhibition above about 45%, passing the limit was not always enough
697 NFkB inh: inhibitors of PMA/ionomycin-induced NF-kB reporter, 697 cells, primary screen, B-cell NF-kB inhibitor project, cell-based, luminescence, uHTS | 697 B-cell NF-kB luciferase reporter, 16 h | inhibition, % at 4 µM | 0.33% of 330,000 active | AID 435022, 2010; in the data active = inhibition above about 35%
CCR6 antagonist: CCR6 receptor antagonists, primary screen, cell-based, CHO-K1, luminescence, beta-arrestin, uHTS; CHO-K1 CCR6 PathHunter beta-arrestin, CCL20-stimulated; inhibition, % at 20 µM; 0.49% of 340,000 active; AID 493098, 2011;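 active = compounds whose inhibition of the agonist-driven luminescence signal at 20 µM reaches about 50%, limit read from the data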;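 also: cells stimulated with CCL20 at 14 nM final; plate controls were DMSO with CCL20 for no effect and DMSO without agonist for full effect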
Target sequence (P51684 whole entry, looked up): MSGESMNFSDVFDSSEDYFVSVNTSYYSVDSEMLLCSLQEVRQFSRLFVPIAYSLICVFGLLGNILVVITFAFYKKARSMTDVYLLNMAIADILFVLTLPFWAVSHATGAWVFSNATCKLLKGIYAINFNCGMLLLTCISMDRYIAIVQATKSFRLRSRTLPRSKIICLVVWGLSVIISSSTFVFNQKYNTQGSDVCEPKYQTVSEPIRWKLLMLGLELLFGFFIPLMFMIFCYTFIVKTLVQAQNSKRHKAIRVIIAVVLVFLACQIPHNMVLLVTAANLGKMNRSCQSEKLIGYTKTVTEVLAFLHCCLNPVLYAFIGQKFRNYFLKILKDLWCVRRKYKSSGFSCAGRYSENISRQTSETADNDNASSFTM
EBI2 block: EBI2 receptor antagonists, beta-arrestin recruitment, primary screen, cell-based, luminescence, 7a,25-OHC stimulation, uHTS. inhibition, % at 5 µM. 0.81% of 360,000 active. 7a,25-OHC stimulated. G-protein coupled receptor 183 (Homo sapiens), P32249; in the data active = inhibition above about 38%;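 also: enzyme fragment complementation signal reports receptor beta-arrestin coupling in cells; 0% = agonist plus DMSO wells and 100% = wells without agonist; some results beyond the cut were filed as inactive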
Target sequence (P32249 whole entry, looked up, the tested form may be a part): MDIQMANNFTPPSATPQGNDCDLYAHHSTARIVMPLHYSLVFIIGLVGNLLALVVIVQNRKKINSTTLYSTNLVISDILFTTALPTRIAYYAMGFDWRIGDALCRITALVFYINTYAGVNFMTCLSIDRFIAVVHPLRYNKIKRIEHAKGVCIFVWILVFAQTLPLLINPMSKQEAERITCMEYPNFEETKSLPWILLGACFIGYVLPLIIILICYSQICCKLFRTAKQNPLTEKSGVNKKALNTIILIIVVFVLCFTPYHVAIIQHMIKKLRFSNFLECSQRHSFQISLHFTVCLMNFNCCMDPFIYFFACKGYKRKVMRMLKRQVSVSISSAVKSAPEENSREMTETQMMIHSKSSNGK
Gli-Sufu block: Gli-Sufu pathway antagonists, primary screen, luciferase luminescence, Sufu-KO-LIGHT cells, uHTS; inhibition, % at 5 µM; Sufu-KO-LIGHT fibroblasts, Gli luciferase reporter luminescence; 0.74% of 340,000 active; AID 588413, 2011;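 active = inhibition above about 55%, limit read from the data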;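 also: 0% = DMSO-treated cells and 100% = wells with medium but no cells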
An asterisk follows results filed as active; nt = not tested or not shown. Rule as the data show it, unless noted: active = inhibition above about 50%; inactive = the rest. A portion of the library; the hit share may differ from the screen's.

Each structure is followed by: Apaf1 inhib	Jurkat NFkB inh	SENP8 inh	UBC13 inh	697 NFkB inh	CCR6 antagonist	EBI2 block	Gli-Sufu block
> O=[N+]([O-])c1ccc2nc(-c3ccccc3)n(OCc3ccc(Cl)cc3)c2c1
    12	-132	66*	-11	-184	4	6	-21
> COc1ccc2[nH]c(C)c(CCN(Cc3cccs3)C(=S)Nc3ccccc3OC)c2c1
    6	6	9	-21	3	9	6	4
> O=C(CN(CC1CCCO1)C(=O)CNS(=O)(=O)c1ccccc1)NCCc1ccccc1 (stereo not given)
    10	1	2	3	4	5	-10	20
> CCCCCCC1CC(C)(C(=O)CNc2nncs2)OC1=O (stereo not given)
    19	-9	-2	-3	-17	6	-2	2
> CN1CCN(CCCNC(=O)C2CCN(c3nnc(-n4cccc4)s3)CC2)CC1
    16	-13	-11	12	0	8	-5	-2
> COc1ccc(CN2CCC(=O)N([C@H](CO)CC(C)C)CC2)cc1OC
    2	-11	-3	11	13	6	-8	-11
> CCN(CC)c1ccc(NC(=O)C2CCCC2)cc1
    -1	-23	1	-1	-13	10	-1	-5
> Cc1ccc(N=C2NC(=O)/C(=C/c3cccn3C)S2)cc1C
    21	5	-21	-24	-54	14	4	-13
> COc1ccc(C2c3[nH]c4ccccc4c3C[C@H]3C(=O)N(CCCO)CC(=O)N23)cc1OC (stereo not given in full)
    -4	-25	-1	6	12	3	-6	nt
> CCCOc1cc(C)c(S(=O)(=O)N2CCN(C)CC2)cc1C
    8	6	-3	0	-15	19	5	3
> COc1ccc(S(=O)(=O)NCCNC(=O)N2CCOCC2)cc1
    -1	-4	-3	3	4	5	-2	2
> O=c1c2ccccc2nc2n1CCN2
    1	-15	-6	0	-4	-4	7	3
> CC1=NN(c2ccc(Cl)cc2)C(=O)C1
    39	-27	-6	-10	8	15	11	3
> O=C(Cn1cccn1)N1CCCC(N2CCN(Cc3ccc4c(c3)OCO4)CC2)C1 (stereo not given)
    -5	9	1	1	-2	6	-2	6
> N/C(COc1ccc(Cl)cc1Cl)=N\O
    -2	-1	-3	6	9	-10	-3	-3
> C/C(=C\c1ccccc1)CN1CCN(c2ccccc2F)CC1
    11	-8	-9	2	6	18	1	1
> Cc1cccc(OCCNC(=O)CCNS(=O)(=O)c2ccc3ccccc3c2)c1
    16	-6	-8	0	-2	4	7	-3
> Cc1ccc(N2CC(NS(=O)(=O)c3cccnc3)CC2=O)cc1C (stereo not given)
    5	-1	2	6	-6	14	-2	2
> Cc1ccc(S(=O)(=O)NC2=NCN(Cc3cccnc3)CN2)cc1
    5	4	-11	-7	10	7	-2	-24
> CCOc1ccc(N2CC(C(=O)NCCN3C(=O)S/C(=C\c4cccnc4)C3=O)CC2=O)cc1 (stereo not given)
    -2	-1	0	12	8	-2	0	5
> CCSc1nnc(NC(NC(C)=O)(C(F)(F)F)C(F)(F)F)s1
    6	-7	-9	-19	-43	-1	-2	2
> CC(C)(C)c1ccc(C(=O)NCCC(=O)NNC(=O)COc2ccc(F)cc2)cc1
    4	-14	-32	-9	8	-6	8	-10
> O=C(N/N=C/C1=Cc2ccccc2OC1)c1ccncc1
    -18	8	-4	1	17	4	2	-3
> Cc1nc(-c2ccccc2O)n(S(=O)(=O)N(C)C)n1
    -2	-8	-3	8	-14	1	2	5
> Cc1ccc(NC(=O)CCN2C(=O)c3ccccc3C2=O)cc1C
    -5	-1	5	4	20	3	-5	-2
> CCOC(=O)c1cnc(SCC(=O)N2CCN(c3ccccc3)CC2)nc1N
    2	9	-3	7	14	-3	-6	0
> CC1CC(=O)Nc2ccccc2N1S(=O)(=O)c1ccccc1 (stereo not given)
    4	-29	-5	-5	-57	-3	1	1
> O=C(CCC(=O)Nc1ccccc1)NNC(=O)C(c1ccccc1)c1ccccc1
    3	5	-5	-9	22	-6	2	-4
> Cc1ccc(-c2nc(C=Nc3ccccc3)c(O)o2)cc1
    5	-19	-9	1	-28	3	14	-44
> CCN(CC)CCNC(=O)c1nn(-c2ccc(C)cc2)c(=O)c2c1c1ccccc1n2C
    19	-32	-11	-5	-7	25	-13	4
> Clc1cccc(Cl)c1NC1=NCCN1
    -10	-1	1	0	-15	nt	nt	nt
> Cc1ccccc1CN1C(=O)CSc2ccc(C(=O)N3CCOCC3)cc21
    -2	-11	-5	1	-2	18	-13	7
> COc1cccc(Oc2nccc(N(C)C)c2C#N)c1
    2	-25	-1	4	-28	7	-15	-9
> Cc1ccc(NC(=O)C(=O)NCC2CCCO2)cc1C (stereo not given)
    -2	-78	-4	14	-89	-2	2	-34
> CC(Oc1ccc2ccccc2c1)C(=O)N/N=C/c1cccnc1 (stereo not given)
    1	0	2	2	-3	-2	21	8
> COc1ccc2cc(-c3[nH]ncc3CNCCn3nc(C)cc3C)ccc2c1
    4	-8	-2	4	-2	12	21	17
> COc1ccc(Cl)cc1NC(=O)CCN1C(=O)NC(C)(C)C1=O
    -5	11	-6	-3	22	4	9	-21
> COc1ccc(Cc2nnc(SCC(=O)c3ccccc3)o2)cc1
    3	6	-1	4	18	0	-13	2
> CC(C)OC(=O)C1C(=O)CC(C)(O)C(C(=O)OC(C)C)C1c1ccc(F)cc1 (stereo not given)
    -9	1	-4	-4	-13	0	-2	-17
> CCC(CC)Nc1ccc(C(CC(N)=O)NC(=O)c2ccccc2)cc1[N+](=O)[O-] (stereo not given)
    9	-4	-7	-95	3	20	-2	15
> COc1ccc(NC2=NCC(=O)N2c2ccccc2)c(OC)c1
    7	6	-1	-1	22	4	-1	0
> Cc1ccc(C(=O)Cn2c(C(=O)OCCO)cc3ccccc32)cc1
    1	41	-6	5	-22	17	-5	6
> O=C(O)c1ccccc1COc1ccccc1Cl
    3	3	-3	-6	3	3	0	42
> C=CCc1cc(C=O)cc(OC)c1OCc1ccc(C(=O)O)cc1
    14	5	2	-6	-1	16	-5	-9
> Cc1ccc(N(C(=O)c2snc(C(N)=O)c2N)C(C(=O)NC2CCCC2)c2ccco2)cc1 (stereo not given)
    15	-3	0	80*	-6	9	56*	-1
> CCCN1CCN(c2ccc([N+](=O)[O-])cc2C#N)CC1
    -2	4	-12	-11	4	12	7	12
> O=C1CCCN1CC(O)CS(=O)(=O)Cc1ccc(Cl)c(Cl)c1 (stereo not given)
    -4	-1	-3	5	1	2	-13	10
> CC1CCCN(C(=O)CN2C(=O)NC(C)(c3ccc4ccccc4c3)C2=O)C1 (stereo not given)
    -2	20	0	15	15	4	13	6
> Cc1onc(-c2ccccc2Cl)c1C(=O)NCCN1CCOCC1
    -6	5	-3	4	9	-8	-6	-9
> Cc1cc(C(=O)Nc2ccccc2)oc(=O)c1
    -2	-32	-19	-11	-62	-1	6	-8

New compounds follow.
Each structure is followed by: Apaf1 inhib	Jurkat NFkB inh	SENP8 inh	UBC13 inh	697 NFkB inh	CCR6 antagonist	EBI2 block	Gli-Sufu block
> Cc1cc2cccc(C)c2nc1SCC(=O)NC1CCCCC1
    6	1	-1	29	26	21	2	0
> COc1ccc(C(NC(=O)c2cccnc2)c2cc(Cl)c3cccnc3c2O)cc1OC (stereo not given)
    16	-4	-3	-26	2	18	7	-9
> Cc1nc(C)c(C(=O)N2CCCC(C(=O)c3ccc(Cl)cc3C)C2)s1 (stereo not given)
    -4	-7	1	-4	2	0	-2	2
> Cc1ccc(Oc2c(C)nc(-c3ccccc3)[nH]c2=O)cc1
    1	3	10	2	2	-11	-4	-1
> Cc1ccc(C(=O)COC(=O)c2cc(Cl)ccc2O)cc1[N+](=O)[O-]
    -2	14	-8	8	5	15	15	6
> COc1ccc(S(=O)(=O)NCCSCc2ccco2)cc1OC
    3	-5	-4	-2	-12	9	-4	5
> CC(=O)Nc1c(C)ccc2nsnc12
    -3	27	0	3	18	0	-7	12
> CCc1nnc(NC(=O)c2ccc(S(=O)(=O)N(CC)Cc3ccccc3)cc2)o1
    10	15	11	-17	-32	18	-7	-1
> COc1cc(NC(=O)Nc2ccc3c(c2)OCO3)cc(OC)c1OC
    -12	-2	-1	2	10	10	-9	-1
> Cc1cc(C(=O)Cn2cc([N+](=O)[O-])ccc2=O)c(C)n1CC1CCCO1 (stereo not given)
    -8	6	2	0	-10	8	5	-5
> O=C(Nc1ccc(N2CCN(C(=O)c3ccco3)CC2)cc1)c1ccccc1
    1	2	-10	9	-13	-4	5	3
> Cc1cc(C)c(NC(=O)COc2ccc(-n3cnnn3)cc2)c(C)c1
    1	-6	-3	-2	13	13	3	0
> Cc1ccc(C(=O)Oc2ccc(-c3nccc(-c4ccccn4)n3)cc2)cc1
    2	-80	1	4	-50	-10	-15	-67
> CS(=O)(=O)c1cccc(-c2nnc(NC(=O)c3ccc(S(=O)(=O)N4CCCC4)cc3)o2)c1
    0	4	5	-15	19	0	-5	-11
> CCCCc1ccc(NC(=O)CSc2nnc(C)c(=O)n2N)cc1
    19	2	-3	-4	-15	4	-4	1
> O=C(NCc1nc2ccccc2[nH]1)C1=C[C@H](c2ccc3c(c2)OCO3)C[C@H](OCc2ccc(CO)cc2)O1
    11	3	-2	-1	7	26	4	-3
> COc1ccc(C(=O)Nc2c(N)nc(SCC(=O)Nc3ccc(NC(C)=O)cc3)[nH]c2=O)cc1OC
    -4	6	-2	0	5	1	-6	4
> C=CCCC(=O)Nc1nc(C)c(-c2csc(Nc3ccccc3OC)n2)s1
    -2	53*	2	-10	-37	-5	-1	-7

Full records as entered above. Order of values: Apaf1 inhib, Jurkat NFkB inh, SENP8 inh, UBC13 inh, 697 NFkB inh, CCR6 antagonist, EBI2 block, Gli-Sufu block
Listed for COc1ccc(C2c3[nH]c4ccccc4c3C[C@H]3C(=O)N(CCCO)CC(=O)N23)cc1OC (stereo not given in full) : -4, -25, -1, 6, 12, 3, -6, nt
Listed for CC(=O)Nc1c(C)ccc2nsnc12 : -3, 27, 0, 3, 18, 0, -7, 12
Listed for CCOc1ccc(N2CC(C(=O)NCCN3C(=O)S/C(=C\c4cccnc4)C3=O)CC2=O)cc1 (stereo not given) : -2, -1, 0, 12, 8, -2, 0, 5
Listed for CC(Oc1ccc2ccccc2c1)C(=O)N/N=C/c1cccnc1 (stereo not given) : 1, 0, 2, 2, -3, -2, 21, 8
